High-throughput results deposited in PubChem BioAssay by National Center for Advancing Translational Sciences (NCATS).
HT1080 IDH1KD tx: qHTS for induction of synthetic lethality in tumor cells producing 2HG: qHTS for the HT-1080-IDH1KD cell line. Potency, µM (highest dose often 46.1 µM), for the others: top-dose activity, negative = toxicity, actives largely listed as cytotoxic. 360,000 tested, 2% active. HT-1080 IDH1 knockdown viability, ATP luminescence, 48 h;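 further: potency means the concentration at half of the fitted maximal effect; 0% = DMSO wells and -100% = cell-free medium wells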
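In this qHTS, HT-1080 cells depleted of IDH1 are exposed for 48 h at 37 °C to compound titrations. Toxicity is scored from CellTiter-Glo luminescence, with DMSO as full viability and medium alone as none.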
KB-V1 cytotox: qHTS assay for MDR1-selective chemotherapeutics: Primary screen using the drug-selected MDR subline cells KB-V1; AID 1347076, 2019; 400,000 tested, 3.4% active; KB-V1 MDR cells viability, CellTiter-Glo, 72 h; Potency, µM (series often up to 46.1 µM), inactives show top-dose activity change, negative = cytotoxicity, hits mostly cytotoxic; further: potency means the concentration at half of the fitted maximal effect; on the % scale 0 is the no-effect control and ±100 the full control effect; nearly all actives have a fitted effect of over 60% in size
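Readout: CellTiter-Glo luminescence, 10 min after addition. Cells: KB-V1 MDR subline, 72 h at 37 degrees C with compound. Analysis: corrected, normalized data fitted to concentration-effect curves.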
MCF10A rereplic: A quantitative high throughput screen for small molecules that induce DNA re-replication in MCF 10a normal breast cells. MCF 10A DNA re-replication, Hoechst nuclear intensity, 48 h. Potency, µM (doses to about 46.1 µM), inactives show at the top dose activity, positive = re-replication, most hits filed as activators. 350,000 tested, 2.9% active. AID 624296, 2012; further: potency means the concentration at half of the fitted maximal effect; % of control where 0% means no effect; nearly all actives have a fitted effect of over 50% in size
ATXN2 expr inh: Primary qHTS for Inhibitors of ATXN expression | HEK-293 ATXN2-luciferase reporter, luminescence, 24 h | Potency, µM (top dose mostly 57 µM), for inactives: top-dose activity change, negative = inhibition, usual class: inhibitors | 360,000 tested, 0.72% active; further: potency means the concentration at half of the fitted maximal effect; on the % scale 0 is the no-effect control and ±100 the full control effect; nearly all actives have a fitted effect of over 55% in size
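ATXN2-luciferase reporter cells (luciferase flanked by upstream and downstream ATXN2 gene portions) were treated 24 h at 37 °C with compounds at up to 57 uM. SteadyGlo luminescence gave expression; GF-AFC fluorescence gave viability.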
KB-3-1 tox: qHTS assay for MDR1-selective chemotherapeutics: Primary screen using the parental adenocarcinoma cell KB-3-1. KB-3-1 viability, CellTiter-Glo ATP luminescence, 72 h. Potency, µM (highest dose often 46.1 µM), for the others: at the top dose activity change, negative = cytotoxic, hits mostly cytotoxic. 400,000 tested, 1.4% active; further: potency means the concentration at half of the fitted maximal effect; on the % scale 0 is the no-effect control and ±100 the full control effect; nearly all actives have a fitted effect of over 60% in size
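Viability of parental KB-3-1 cells, measured by CellTiter-Glo luminescence, followed a 72 h incubation at 37 °C with pinned compounds in phenol-red-free DMEM containing 10% FBS.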
S2 tox: Viability Counterscreen for Primary qHTS for Inhibitors of ATXN expression; AID 651635, 2014; S2 cells (HEK-293 line with an ATXN2-luciferase reporter) viability, CellTiter-Fluor protease fluorescence, 24 h; Potency, µM (top dose mostly 56.7 µM), most hits filed as cytotoxic; 400,000 tested, 0.49% active; further: potency means the concentration at half of the fitted maximal effect; nearly all actives have a fitted effect of over 40% in size
IL-1B inflam inh: qHTS for Inhibitors of Inflammasome Signaling: IL-1-beta AlphaLISA Primary Screen. THP-1 LPS/ATP IL-1B secretion, AlphaLISA, 16 h; active compounds read low. activity change, % at 57.5 µM. 360,000 tested, 4.7% active. AID 743279, 2014; in the data active means activity change below about -50%; inconclusive means mostly about -30% to -49%; further: on the % scale 0 is the no-effect control and ±100 the full control effect
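THP-1 cells pretreated 1 hr with compounds (up to 57.5 uM final), then stimulated with LPS (250 ng/mL final) plus ATP (1.25 mM final); secreted IL-1B measured by AlphaLISA after 16 hr, decreased signal indicating inhibition.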
HT1080-NT tox: qHTS for induction of synthetic lethality in tumor cells producing 2HG: qHTS for the HT-1080-NT fibrosarcoma cell line; HT-1080-NT fibrosarcoma viability, CellTiter-Glo ATP luminescence, 48 h; Potency, µM (doses to about 46.1 µM), inactives show at the highest dose activity, negative = less viability, actives largely listed as cytotoxic; 360,000 tested, 1.6% active; AID 686970, 2013;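 further: NT is the 2HG producing partner of a matched IDH1 knockdown line; potency means the concentration at half of the fitted maximal effect; 0% = DMSO-treated cells and -100% = media-only wells without cells; nearly all actives have a fitted effect of over 55% in size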
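HT-1080-NT; 750 cells/well; 5% FBS RPMI; 48 h compound, 37 degrees C; CellTiter-Glo luminescence; curve fitting and curve-class assignment.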
SW480 rereplic: A quantitative high throughput screen for small molecules that induce DNA re-replication in SW480 colon adenocarcinoma cells; SW480 DNA re-replication, Hoechst DNA content imaging, 48 h; AID 624297, 2012; 340,000 tested, 1.8% active; Potency, µM (doses to about 46.1 µM), for the others: top-dose re-replication activation, hits mostly activators; further: potency means the concentration at half of the fitted maximal effect; % of control where 0% means no effect; nearly all actives have a fitted effect of over 55% in size
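Compounds, transferred as 23 nL by pin tool, were incubated with cells for 48 hr; DNA content per nucleus was then quantified by Hoechst staining and fluorescence plate imaging.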
Active calls of the source: *; i = inactive; u = inconclusive; x = no result given; & = joins results of further samples; [ ] = dose if it differs, or a comment. Unless noted, the call rests on the fitted dose curve; in most records, active means well fitted curve in the direction sought with a large enough effect; inconclusive means small, poorly fitted or top-dose-only effect, or another doubt; inactive means no such curve, though single readings can be large; an effect the other way counts as inactive or inconclusive.

SMILES | HT1080 IDH1KD tx | KB-V1 cytotox | MCF10A rereplic | ATXN2 expr inh | KB-3-1 tox | S2 tox | IL-1B inflam inh | HT1080-NT tox | SW480 rereplic
Cc1onc(-c2ccccc2)c1C(=O)NC(=S)NNC(=O)c1cc(-c2ccc(F)cc2)n[nH]1 | u | u | u | 1.6% | u | i | 2.6 | u | 11.6%
Cc1cc(OCCCCn2ccnc2)cc(C)c1Cl | u | u | u | u | u | i | -69.6* | -28.3% | 2.5%
C/C(=N\O)c1ccc2c3ccccc3n(C)c2c1 | -7.8% | u | -0.7% | 87.4%[activator] | 2.59µM* | i | 9.9 | -6.7% | 0.4%
CNc1n[nH]c(=S)s1 | 20.4% | -14.1% | -1.7% | -4.9% | 1.0% | i | 20.0 | 11.9% | -1.9%
O=C(O)c1ccccc1/C=N/Nc1ccc(S(=O)(=O)N2CCOCC2)cc1[N+](=O)[O-] | 2.0% | 28.1% | 9.3% | -6.9% | 3.8% | i | -6.7 | 12.5% | -14.6%
O=C(NCc1ccccc1)C(c1ccccc1)N(C(=O)c1csnn1)C1CCCC1 (configuration not stated) | 0.0% | u | 4.9% | 5.7% | -0.6% | i | -0.9 | -2.2% | -3.7%
CCCN(CC(=O)Nc1cc(Cl)ccc1Cl)C(=O)CN1C(=O)C2CCCCC2C1=O (configuration not stated) | -7.4% | u | 2.2% | -0.2% | -1.2% | i | 0.0 | 1.1% | 1.0%
O=C(/C=C/c1cc([N+](=O)[O-])ccc1OC(F)F)Nc1cccc2ccccc12 | 0.0% | 0.8% | 6.3% | 4.4% | 0.3% | i | 9.7 | -1.4% | -0.6%
Cc1ccc(NC(=O)COC(=O)Cc2c[nH]c3ccccc23)cc1C | 8.3% | 0.0% | 6.5% | x | 0.9% | u | 14.4 | -2.8% | -5.2%
O=C(NCc1nc2ccccc2[nH]1)c1cccs1 | 9.7% | -3.7% | 2.8% | 20.9% | 6.5% | i | 8.4 | 2.2% | -16.6%
Cc1c(Cl)cccc1NC(=O)CC1SC(=NCC2CCCO2)NC1=O (configuration not stated) | 22.3% | 17.0% | 7.0% | 10.2% | -13.0% | i | -3.0 | 27.9% | -3.2%
Cc1[nH]n(-c2ccc([N+](=O)[O-])cc2)c(=O)c1C=NCCc1c(C)[nH]c2ccccc12 | -23.2% | 16.4µM* | 5.7% | u | -11.3% | i | 0.0 | -22.6% | x
CC1=NN(C(=O)c2ccc(Cn3ccc([N+](=O)[O-])n3)cc2)C(O)(C(F)(F)F)C1 (configuration not stated) | -10.2% | u | u | -10.7% | 4.2% | i | 6.3 | 8.7% | u
O=C(COC(=O)c1ccc(Cl)c(S(=O)(=O)N2CCCCCC2)c1)Nc1ccccc1 | 5.3% | 26.0% | u | 33.9%[activator] | 3.1% | u | 11.5 | 1.3% | -20.2%
COc1cccc(C(=O)N2CCc3cc(OC)c(OC)cc3C2COc2ccc3c(C)cc(=O)oc3c2)c1 (configuration not stated) | x | u | x | -4.3% | 3.1% | u | x | x | x
COc1ccc(N(C(=O)CCC(=O)Nc2cc(C)on2)C(C(=O)NC2CCCC2)c2ccco2)cc1 (configuration not stated) | 6.0% | -18.2% | -0.6% | -9.3% | 3.4% | i | 11.0 | 0.9% | 2.2%
C=CCn1c(N)cc(=O)nc1SCC(=O)Nc1ccc(C(=O)OC)cc1 | 6.5% | 0.9% | u | -0.1% | 2.5% | i | i | 2.8% | -31.5%[inhibitor]
COc1cc(C(=O)NC2CCN(Cc3ccccc3)CC2)cc(Cl)c1OC(C)C | -26.4% | -14.1% | u | -23.2% | -20.6% | u | -29.6 | u | 18.4µM*
O=C(CCn1cnc(-c2ccccc2)c1-c1ccccc1)N/N=C/c1ccc(O)cc1 | u | 0.0% | u | -33.9% | u | u | 32.2 | u | u
Cc1ccccc1C1NC(=O)Cc2ccccc21 (configuration not stated) | -5.3% | 0.0% | -12.0% | 4.1% | 9.9% | i | 4.6 | -0.7% | -0.3%
COc1cc(NC(=O)c2cccc3c(-c4cnn(C)c4)coc23)cc(OC)c1OC | u | u | x | 17.8µM* | -8.0% | u | -75.3* | u | x
O=C(CC(=O)c1ccccc1O)c1ccc(F)cc1 | u | u | u | -30.1% | u | u | 37.4 | u | u
CCCCC(O)(c1ccc(F)cc1)C(CN1CCOCC1)c1ccc(Cl)cc1 (configuration not stated) | u | 8.2µM* | 7.31µM* | -29.4% | u | i | u | u | u
COc1ccc(/C=N/NC(=O)c2cccnc2)cc1O | 17.0% | -1.2% | u | 1.3% | 5.1% | i | 15.4 | 7.2% | -3.0%
Cc1cccc(C(=O)Nc2ccc(C(=O)/C=C/c3cccnc3)cc2)c1 | 18.4µM* | u | u | u | -4.2% | u | -78.2* | u | 20.6µM*

SW480 rereplic, hit marks shown above
Molecule	IL-1B inflam inh	SW480 rereplic
COc1cc(C(=O)NC2CCN(Cc3ccccc3)CC2)cc(Cl)c1OC(C)C	-29.6	18.4µM*
Cc1cccc(C(=O)Nc2ccc(C(=O)/C=C/c3cccnc3)cc2)c1	-78.2*	20.6µM*

The listing continues.
SMILES | HT1080 IDH1KD tx | KB-V1 cytotox | MCF10A rereplic | ATXN2 expr inh | KB-3-1 tox | S2 tox | IL-1B inflam inh | HT1080-NT tox | SW480 rereplic
Cc1ccc(-c2c(C(=O)N/N=C/C3CC=CCC3)nnn2-c2nonc2N)cc1 (configuration not stated) | -0.4% | -22.9% | 3.3% | x | -7.2% | i | 2.8 | 1.3% | -3.6%
Cc1ccc(Nc2cc(=O)[nH]c(=O)[nH]2)cc1Cl | -13.7% | 7.3% | u | x | -1.0% | u | 32.3 | -23.7% | 1.3%
CC(C)c1c(O)nc(SCC(=O)N2CCCCC2)[nH]c1=O | 5.1% | -0.3% | -0.8% | 5.8% | 0.7% | i | 5.6 | 14.0% | 2.2%
CC(C)(C)NC(=O)COC(=O)c1ccc(Cl)cc1O | -0.7% | 20.2% | -33.7%[inhibitor] | 12.0% | 10.0% | i | 2.2 | -0.1% | 16.0%[1.84 µM]
Fc1cccc(CCN2CCNC[C@@H]2CC2CCCCC2)c1 | 1.8% | 14.8% | -4.2% | -15.8% | -14.2% | i | -24.4 | -5.6% | u
COc1cc(NC(=O)c2c3c(nc4ccccc24)CCC3)cc(OC)c1 | -29.3% | 7.2% | -0.3% | -2.6% | -4.6% | i | 12.9 | u | 5.4%
CCOC(=O)c1c(NC(=O)CC2SC(=NC)N(C)C2=O)sc(C)c1C (configuration not stated) | 2.5% | 10.3µM* | u | -3.5% | -18.9% | i | 20.2 | -2.5% | -8.8%
Cc1ccc(C(=O)COC(=O)CCS(=O)(=O)c2ccccc2)cc1[N+](=O)[O-] | 9.1% | 0.0% | -0.7% | x | 0.2% | i | 21.6 | 8.0% | -0.4%
COc1ccccc1C(=O)OCc1cc(=O)n2c(C)csc2n1 | x | -3.5% | x | 0.0% | 1.4% | i | x | x | x
CN(C)S(=O)(=O)n1ccnc1 | 8.2% | 20.2% | -6.7% | -6.4% | 0.3% | i | 5.7 | 1.6% | -11.9%
Cc1ccc2sc(N(CCCN(C)C)C(=O)CCS(=O)(=O)c3ccccc3)nc2c1C | u | -19.9% | u | u | 16.4µM* | x | -92.8* | u | u
COCCn1nnnc1C(c1cccs1)N1CCN(c2cc(C)ccc2C)CC1 (configuration not stated) | -29.9% | -3.4% | -3.5% | 3.5% | -23.9% | i | -52.9* | -21.2% | -2.6%
CC1CCN(S(=O)(=O)Cc2ccccc2Cl)CC1 | 10.9% | -1.2% | u | 20.0% | 1.7% | i | -9.3 | u | -2.1%
COc1ccc(-n2c(=O)c3ccccc3n(CC(=O)NC3CCCC3)c2=O)cc1 | -2.3%[9.24 µM] | -28.6% | 0.3% | 3.4% | 3.8% | i | -3.8 | -3.2% | 0.5%
O=C1c2oc3ccccc3c(=O)c2C(c2ccccc2)N1Cc1ccc2c(c1)OCO2 (configuration not stated) | x | u | x | 6.6% | u | i | x | x | x
Cc1ccc(-c2nnc(Nc3cccc(O)c3)c3ccccc23)cc1S(=O)(=O)N1CCOCC1 | x | 0.1% | x | u | 0.0% | u | x | x | x
CCCCCc1nc2c(=O)[nH]c3ccccc3c2o1 | 9.2% | -7.4% | -1.4% | 16.3% | 2.1% | u | 0.0 | 11.8% | -4.4%
COC(=O)[C@H](Cc1ccccc1)NS(=O)(=O)N[C@@H](Cc1ccccc1)C(=O)OC | -3.4% | 16.4%&-9.5% | -1.1% | -9.0% | 3.3%&-4.9% | i | 20.1 | -1.2% | -2.7%
Cc1ccc(NS(=O)(=O)c2ccc3c(c2)c(=O)n(C)c(=O)n3C)cc1F | u | u | 23.3% | -23.7% | 18.4µM* | i | u | 16.4µM* | u

Single entries from above.
O=C1c2oc3ccccc3c(=O)c2C(c2ccccc2)N1Cc1ccc2c(c1)OCO2 (configuration not stated) – ATXN2 expr inh = 6.6%
Cc1ccc(-c2nnc(Nc3cccc(O)c3)c3ccccc23)cc1S(=O)(=O)N1CCOCC1 – KB-V1 cytotox = 0.1%
Cc1ccc(Nc2cc(=O)[nH]c(=O)[nH]2)cc1Cl – KB-3-1 tox = -1.0%
COc1ccc(-n2c(=O)c3ccccc3n(CC(=O)NC3CCCC3)c2=O)cc1 – KB-3-1 tox = 3.8%
CC1CCN(S(=O)(=O)Cc2ccccc2Cl)CC1 – HT1080 IDH1KD tx = 10.9%
